RAD52 anneal inh: RAD52 DNA annealing inhibitors, primary screen, biochemical, FRET, single point, set 2. AID 651710, 2012. inhibition, % at 18.7 µM. DNA repair protein RAD52 homolog (Homo sapiens), P43351. hit rate 0.46% among 360,000. recombinant RAD52 DNA annealing, FRET fluorescence;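 active = every replicate showing at least 50% inhibition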
PGC1a acetyl inh: inhibitors of PGC1a acetylation signal, primary screen, cell-based, U2OS, AlphaScreen, inhibitor mode | AlphaScreen anti-acetyl-lysine; with virally co-expressed GCN5 acetyltransferase | hit rate 0.17% among 350,000 | AID 651687, 2012 | inhibition, % at 15.6 µM;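 active = every replicate shows inhibition of at least 40%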;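 also: 0% = neutral control wells and 100% = positive control wells; some results beyond the cut were filed as inactive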
Cneo AK release: Cryptococcus neoformans cell lysis inducers, primary screen, AK release luminescence, single concentration. C. neoformans lysis, adenylate kinase release luminescence, 4 h; normalised: neutral wells 0, clomiphene wells 100. lysis activity, % at 15 µM. hit rate 0.2% among 360,000. AID 651654, 2012;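 active = mean lysis activity across replicates of at least 80%, whatever share of replicates individually reach that level; inactive = mean lysis activity below 80%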
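Signal: Adenylate kinase release luminescence | Assay system: Log-phase Cryptococcus neoformans yeast cells | Input: Cells at 5 × 10^6 per mL | Buffer or medium: Fresh YPD growth medium | Compound: Single dose | Schedule: Static 4 h at 37 °C with compound, 1 h detection | Controls: Clomiphene | Read-out: Luminescence rise reflecting yeast cell lysis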
E-sel inducer: E-selectin induction in HUVECs, primary screen, imaging, HUVEC, immunofluorescence imaging, single point. P16581. normalized: neutral wells 0, TNF-alpha wells 100. activation, % at 7.58 µM. hit rate 0.37% among 260,000. AID 686992, 2013;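 active = mean E-selectin-positive cell signal at least 10% of the positive control, reached in at least 60% of replicates, without over 20% cell loss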;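 also: in these data hits start at about 27%; measured in HUVEC primary endothelial cells; signal is the percent of cells scored E-selectin positive by PE staining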
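System: HUVEC, human umbilical vein endothelial cells; quantity: 3,000 cells/well; buffer or medium: EGM-2 medium, gelatin-coated wells; dosing: single-point compound dose; detection: immunofluorescence imaging; evaluation: % PE-positive cells; benchmarks: TNF-alpha, DMSO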
RAD54 branch: inhibitors of human RAD54 branch migration, primary screen, biochemical, fluorescence, single point; RAD54 Holliday junction branch migration, FAM/BHQ fluorescence; hit rate 0.14% among 360,000; DNA repair and recombination protein RAD54-like (Homo sapiens), Q92698; inhibition, % at 10.4 µM;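 active = mean normalized replicate activity at least 40 and at least half of replicates scoring 40 or more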;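 also: 0% = median of neutral control wells and 100% = median of positive control wells; inhibitors cause a drop in the FAM fluorescence signal; in these data hits start at about 50%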
miR122 inh: miR-122 Renilla sensor signal increase in Huh7, primary screen, miR-122 inhibitor project, cell-based, single point, plate reader; Huh7 miR-122 Renilla luciferase sensor, 48 h; neutral wells = 0, positive control = 100; activation (reporter increase), % at 12.5 µM; hit rate 0.3% among 340,000;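 active = mean replicate activation score at least 90 and every replicate individually at or above 90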;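 also: higher luciferase means less miR-122 activity so hits act as miR-122 inhibitors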
ERAP1 HTS inh: human ERAP1 aminopeptidase inhibitors, primary screen, biochemical, single point, plate reader. Endoplasmic reticulum aminopeptidase 1 (Homo sapiens), Q9NZ08. recombinant ERAP1, Leu-AMC fluorescence, 60 min. inhibition, % at 10.7 µM. hit rate 0.15% among 340,000. AID 652197, 2013;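 active = mean replicate inhibition of at least 30%, or all replicates individually reaching that 30% level; inactive = mean below 30% and not every replicate reaching it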;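 also: 0% = neutral control wells and 100% = L-leucinethiol positive control wells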
Target sequence (Q9NZ08 whole entry, looked up): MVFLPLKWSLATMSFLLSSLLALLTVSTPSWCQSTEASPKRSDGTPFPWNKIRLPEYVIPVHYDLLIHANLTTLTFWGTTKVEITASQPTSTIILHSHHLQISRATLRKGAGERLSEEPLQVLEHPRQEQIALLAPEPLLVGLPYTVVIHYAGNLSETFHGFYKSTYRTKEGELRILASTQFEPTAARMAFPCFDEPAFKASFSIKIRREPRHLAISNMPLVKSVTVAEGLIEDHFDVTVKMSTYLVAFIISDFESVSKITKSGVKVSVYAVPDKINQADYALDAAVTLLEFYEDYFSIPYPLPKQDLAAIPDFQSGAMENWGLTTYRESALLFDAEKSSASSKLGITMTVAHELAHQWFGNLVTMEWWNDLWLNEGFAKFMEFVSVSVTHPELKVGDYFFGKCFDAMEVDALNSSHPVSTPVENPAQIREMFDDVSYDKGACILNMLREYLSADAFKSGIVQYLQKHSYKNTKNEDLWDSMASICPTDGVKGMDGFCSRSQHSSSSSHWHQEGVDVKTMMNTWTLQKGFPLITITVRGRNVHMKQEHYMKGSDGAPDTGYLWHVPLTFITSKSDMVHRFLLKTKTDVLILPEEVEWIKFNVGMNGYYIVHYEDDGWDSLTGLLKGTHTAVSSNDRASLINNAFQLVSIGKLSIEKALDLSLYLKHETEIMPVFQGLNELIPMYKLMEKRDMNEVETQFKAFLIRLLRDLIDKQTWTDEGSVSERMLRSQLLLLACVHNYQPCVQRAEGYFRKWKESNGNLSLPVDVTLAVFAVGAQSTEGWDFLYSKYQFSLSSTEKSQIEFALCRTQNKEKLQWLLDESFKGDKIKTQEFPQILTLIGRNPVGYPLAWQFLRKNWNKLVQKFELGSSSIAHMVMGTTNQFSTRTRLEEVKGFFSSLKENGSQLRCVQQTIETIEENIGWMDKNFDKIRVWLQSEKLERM
PglD inh: C. jejuni PglD acetyltransferase inhibitors, primary screen, biochemical, DTNB colorimetric, single point; UDP-N-acetylbacillosamine N-acetyltransferase PglD (Campylobacter jejuni); purified PglD enzyme, DTNB colorimetric CoA detection; inhibition, % at 12.5 µM; hit rate 0.098% among 360,000; AID 602405, 2012; in the data active = inhibition above about 16%, passing the limit was not always enough; also: strong numbers were not always called active
An asterisk follows results filed as active; x = not tested or not shown; & = joins results of further samples; [ ] = remark or other dose. Random draw from the library (roughly 1.4% active in at least one column).

SMILES	RAD52 anneal inh	PGC1a acetyl inh	Cneo AK release	E-sel inducer	RAD54 branch	miR122 inh	ERAP1 HTS inh	PglD inh
COc1ccc2c3c([nH]c2c1)[C@H](CO)N(C(=O)Nc1ccc(F)cc1)CC31CN(Cc2cc(F)ccc2F)C1	-10.4	-22.4	x	-0.3	x	x	0.5	x
COCC(=O)N1C[C@H](C)[C@H](OC)CN(C)C(=O)c2ccc(NC(=O)NC(C)C)cc2OC[C@H]1C	6.4	5.3	-0.9	0.2	0.7	-1.0[16.7 µM]	-1.1	3.7
Fc1ccc(-c2cc(C(F)(F)F)nc(N3CCCCC3)n2)cc1	x	-2.1	0.6	x	0.8	1.6	x	5.1
CC1(C(=O)NS(=O)(=O)c2cccc(C#N)c2)CCN1C(=O)c1ccccc1CCc1ccccc1 (stereo not given)	4.0	0.1	-2.5	1.2	-2.5	4.8	-0.3	-0.5
Cc1cccc(N2C(=O)CSC2c2cccnc2)c1 (stereo not given)	x	3.3	-0.2	x	-1.2	0.5	x	0.7
CCc1ccc(N(C(=O)c2ccco2)C(C(=O)NC2CCCC2)c2ccncc2)cc1 (stereo not given)	-12.5	9.6	-1.4	x	-6.2	-1.7	-1.6	-0.1
C=CCNC(=S)N1CCN(S(=O)(=O)c2ccc(C)cc2)CC1	-16.8	-6.5	-2.8	6.9	-0.6	4.9	-0.3	-4.2
Cc1ccccc1NC(=O)CCCC(=O)c1ccccc1	-16.3	-12.4	-0.2	0.1	4.7	x	-0.3	2.1
O=C(NCc1ccccn1)c1ccc(Cn2c(=S)[nH]c3ccc(Br)cc3c2=O)cc1	-16.7	13.6	x	0.0	x	-0.2	1.7	x
COc1ccc(Cc2c(-c3ccc(C)cc3)nc3c4ccccc4ccn23)c(C)c1	-42.7	2.4	-1.7	1.1	-1.6	-0.2	x	6.1
COC(=O)[C@@]1(Cc2ccccc2)[C@H]2C(=O)N(C)C(=O)[C@H]2[C@H]2CN=C(SCC(=O)c3ccccc3)N21	-19.8	-4.1	2.8	x	-7.6	-4.8	-0.4	-2.8
CN1CCN(Cc2nc3ccccc3c(=O)n2CC#N)CC1	-7.6	x	-0.9	x	-2.3	-5.6	0.7	2.4
O=C1Nc2ccc(Br)cc2/C1=C/C(=O)c1ccccc1	-15.9	4.6	x	0.2	x	4.8	-0.2	x
Cc1ccc(C(=O)Nc2ccc(C)c(S(=O)(=O)Nc3ccccc3Cl)c2)s1	-20.9	x	1.0	x	3.8	413.2*	-2.5	-4.5
CC(=O)Nc1ccc(C(=O)OCC(=O)NC(=O)NC2CCCCC2)cc1	x	x	1.8	0.5	6.0	-10.2	x	-2.0
CCC(C)(C(=O)NC1CCCCC1)N(C(=O)CNC(C)=O)c1c(C)n(C)n(-c2ccccc2)c1=O (stereo not given)	x	-13.9	-1.1	x	-21.1	-1.7	x	x
C[C@@H]1CN([C@H](C)CO)C(=O)CCCn2cc(nn2)CO[C@H]1CN(C)S(=O)(=O)c1ccc(F)cc1	10.6&2.4&-5.9	-3.5&5.7&-8.5	-1.8&8.7&4.2	-0.1&1.5	3.3&-4.4&-2.9	-3.6[16.7 µM]	-0.6&-0.3&6.9	0.2&0.4&-5.2
COCCNc1nc(NCc2cnc(C)cn2)c2sccc2n1	-8.1	x	-0.5	1.5	-9.9	0.0	1.9	2.0
CCCn1c(SCC(=O)Nc2ccccc2-c2ccccc2)nnc1-c1ccoc1C	x	-11.4	-0.8	x	4.0	6.8	x	-3.4
CCOc1ccc(NC(=O)C(C)Oc2ccccc2C(=O)Nc2cccc(Cl)c2Cl)cc1 (stereo not given)	x	-3.8	7.4	x	-1.9	4.8	x	1.3

The closing two compounds of the part before open the next one:
SMILES	RAD52 anneal inh	PGC1a acetyl inh	Cneo AK release	E-sel inducer	RAD54 branch	miR122 inh	ERAP1 HTS inh	PglD inh
CCCn1c(SCC(=O)Nc2ccccc2-c2ccccc2)nnc1-c1ccoc1C	x	-11.4	-0.8	x	4.0	6.8	x	-3.4
CCOc1ccc(NC(=O)C(C)Oc2ccccc2C(=O)Nc2cccc(Cl)c2Cl)cc1 (stereo not given)	x	-3.8	7.4	x	-1.9	4.8	x	1.3
COCCN(Cc1ccc(F)cc1)C(=O)c1cc2ccccc2oc1=O	-7.4	x	-0.5	0.1	-6.8	x	2.0	2.1
CCCC(=O)Nc1ccc2c(c1)C(=O)N(C)[C@H]1CC[C@@H](CC(=O)NCC(F)(F)F)O[C@H]1CO2	x	2.7	-5.4	0.0	-18.9	143.3*[16.7 µM]	x	-5.5
CCOC(=O)c1cn2nc(-c3ccc(OC)cc3)cc2nc1C1CCN(C(=O)OC(C)(C)C)CC1	x	x	0.0	x	3.4	5.7	x	-0.7
O=C(O)c1cccc(NC(=O)c2ccc3c(c2)C(=O)N(c2cccc([N+](=O)[O-])c2)C3=O)c1	-7.4	7.6	3.9	-0.1	11.1	9.9	-18.3	3.4
COc1cc(OC)c(OC)cc1CN1CCN(C(=O)c2cccc3ccccc23)CC1	-6.3	20.6	-0.6	x	-5.8	-6.9	-6.0	-4.6
Cc1ccc(-c2cc(C(=O)Nc3ccc4c(c3)OCCO4)c3ccccc3n2)cc1	x	-5.3	-3.8	x	5.8	-0.2	x	-3.3
COc1ccc(/C=C/C(=O)NC2=NCCS2)cc1OC	-17.5	5.6	x	4.6	x	x	1.8	x
CC1CCN(S(=O)(=O)c2ccc(NC(=O)c3ccncc3)cc2)CC1	-10.6	5.3	-0.4	0.5	-12.2	7.3	1.9	1.0
Cn1cc(CN2CCc3sccc3C2)c(-c2ccccc2F)n1	-3.1	0.3	x	4.1	x	-4.4	-3.9	x
CCOC(=O)CSc1nc(C)c(C(=O)OCC)s1	x	-6.0	-0.2	x	0.4	0.8	x	-3.1
C=Cc1ccc(Cn2c(C)c(C(=O)NCc3ccc(Cl)c(Cl)c3)sc2=O)cc1	-14.7	x	-0.4	x	14.2	x	x	-1.5
CC1(C(=O)Nc2ccc3c(c2)OCCO3)CCN1C(=O)c1cccc(F)c1 (stereo not given)	-10.5	2.2	-5.6	-0.4	-15.2	-1.0	-1.8	2.0
O=C(NCC1CC1)[C@H]1[C@H](CO)[C@H]2Cn3c(ccc(-c4cccnc4)c3=O)[C@@H]1N2C(=O)C1CCCCC1	-0.6	x	5.1	-0.4	-2.0	-1.7[16.7 µM]	3.4	5.6
CCC1C(C#N)=C(N)OC2=C1C(=O)CC(C)(C)C2 (stereo not given)	x	-9.8	-3.3	x	14.7	-6.4	x	x
CO[C@H]1CN(C)C(=O)c2ccc(NC(=O)C3CC3)cc2OC[C@@H](C)N(C(C)=O)C[C@H]1C	x	-6.6	-2.5	0.2	-0.4	x	-0.1	-2.9
O=C(c1ccc(F)cc1)N1CCN(c2ccc(N3CCOCC3)nn2)CC1	-21.9	-4.2	0.9	6.6	3.8	4.3	-3.6	14.7
COC(=O)C[C@@H]1CC[C@H]2[C@@H](COC[C@H](O)CN2S(=O)(=O)c2ccc(F)cc2)O1	2.7	3.5	-2.8	-0.1	-7.7	0.9[16.7 µM]	-1.2	1.2
Cc1cc(Cl)ccc1OCC(=O)NCc1ccncc1	x	7.4	-7.7	x	-6.2	-2.0	x	3.8
O=C(NCC(c1ccco1)N1CCCCC1)c1ccc(NS(=O)(=O)c2ccc(F)cc2)cc1 (stereo not given)	-32.4	0.3	4.7	0.0	-9.9	-1.7	-5.1	0.8
O=S(OCCN1CCOCC1)C(c1ccccc1)c1ccccc1 (stereo not given)	-43.0	3.0	-1.8	-0.1	-1.1	-4.7	-7.0	-2.7

More records:
SMILES	RAD52 anneal inh	PGC1a acetyl inh	Cneo AK release	E-sel inducer	RAD54 branch	miR122 inh	ERAP1 HTS inh	PglD inh
CCOCc1nnc(NC(=O)c2cc(OC)c(OC)c(OC)c2)s1	3.2	5.5	-2.7	0.1	-4.6	0.2	3.7	-1.5
O=C(C[C@@H]1CC[C@H]2[C@@H](COC[C@@H](O)CN2C(=O)c2ccc3c(c2)OCO3)O1)NC1CCCC1	x	12.9	1.2	0.0	16.0	-3.9[16.7 µM]	x	5.1
O=C(NCc1ccco1)C(c1cccs1)N(C(=O)Cc1cccs1)c1ccccc1 (stereo not given)	x	-7.6	-1.6	x	1.0	26.8	x	0.0
CC(C)c1ccc(NC(=O)NC(C)c2ccc3c(c2)OCO3)cc1 (stereo not given)	-12.4	-7.0	1.0	x	-9.5	5.6	3.4	0.8
CCCC(=O)Nc1ccc(C(=O)Nc2nnc(COCC)s2)cc1	x	-14.2	-1.0	x	-8.2	x	x	3.2
Cc1ccnc(NS(=O)(=O)c2ccc(NC(=O)c3c(-c4ccccc4Cl)noc3C)cc2)n1	x	14.2	2.0	x	0.4	1.8	x	-0.5
CC(C)c1nc(SCC(=O)Nc2ccc(N3CCOCC3)cc2)c2ccccc2n1	x	x	-0.6	x	6.2	0.6	x	-7.0
C[C@H]1CN([C@@H](C)CO)C(=O)Cc2cc(NC(=O)NC3CCCCC3)ccc2O[C@H]1CN(C)S(=O)(=O)c1ccccc1	8.7	-2.1	0.5	0.3	-0.9	-3.1[16.7 µM]	-1.8	-6.5
COc1ccc(C(O)c2nc(/C=C/c3ccc(C(F)(F)F)cc3)cs2)cc1 (stereo not given)	-16.6	2.4	2.6	0.0	4.6	1.0	2.8	-1.1
CC(=O)Nc1nc2ccccc2n1CCOc1ccccc1	x	7.0	0.2	x	-6.3	-9.8	x	0.4
O=C(NCC(c1ccco1)N1CCN(c2ccccc2F)CC1)c1ccco1 (stereo not given)	-6.2	x	-2.2	x	11.2	-0.2	1.9	-4.2
O=C(C[C@H]1C[C@@H]2c3cc(NS(=O)(=O)c4ccc(F)cc4)ccc3O[C@@H]2[C@H](CO)O1)NCc1ccc(-c2ccccc2)cc1	-18.0	-0.2	18.0	-0.3	1.9	-0.5[16.7 µM]	-0.7	1.5
CC(C)C#Cc1ccc2c(c1)O[C@H](CN(C)Cc1ccncc1)[C@H](C)CN([C@H](C)CO)S2(=O)=O	6.7	-14.2	4.1	0.0	-1.3	18.2[16.7 µM]	-1.6	-1.1
COc1ccc(NC(=O)N2CCCC2C(=O)NC23CC4CC(CC(C4)C2)C3)cc1 (stereo not given)	-5.1	x	0.7	x	2.1	2.6	2.1	-2.6
CCN(CC)CCCNC(=O)C1c2ccccc2C(=O)N1Cc1ccc(C)cc1 (stereo not given)	x	0.1	0.4	x	-13.5	-4.7	x	2.6
CO[C@H]1CN(C)C(=O)c2cc(NC(=O)C3CCC3)ccc2OC[C@@H](C)N(Cc2ccc(F)cc2)C[C@@H]1C	10.9	x	0.7	0.0	-12.0	-1.7[16.7 µM]	-1.7	1.1
CC(=O)c1c(O)cc(C(C)C)n(-c2ccccc2)c1=O	x	x	-0.3	x	-10.9	3.9	x	-5.2
